# Assay outcomes (PubChem BioAssay)
# HSF1 inh: HSF1 inhibition. NIH3T3-HGL HSE-luciferase, MG132-induced, luminescence 8 h; hits give low values. activity change, negative = inhibition, % at 7.5 µM (by protocol). 0.77% of 300,000 active. AID 2098;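 active means more than half of replicate wells show activity change below -50%, luminescence cut by over half; inconclusive means some wells, but at most half, below -50%; inactive means no replicate well below -50%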;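 further: luciferase reports HSF-1 transcriptional activity via heat shock element; 0% = median of DMSO wells and -100% = zero luminescence signal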
# GSK3 alpha inh: human GSK-3 alpha kinase inhibition; ADP-Glo luminescence, 60 min; inhibition, % at 10 µM; 0.1% of 320,000 active; AID 2650;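 in the data active means inhibition above about 50%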;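 further: GST-tagged GSK-3 alpha with peptide substrate and 25 µM ATP; 0% = DMSO neutral wells and 100% = GW8510 positive control wells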
# Target sequence (P49840 whole entry, looked up): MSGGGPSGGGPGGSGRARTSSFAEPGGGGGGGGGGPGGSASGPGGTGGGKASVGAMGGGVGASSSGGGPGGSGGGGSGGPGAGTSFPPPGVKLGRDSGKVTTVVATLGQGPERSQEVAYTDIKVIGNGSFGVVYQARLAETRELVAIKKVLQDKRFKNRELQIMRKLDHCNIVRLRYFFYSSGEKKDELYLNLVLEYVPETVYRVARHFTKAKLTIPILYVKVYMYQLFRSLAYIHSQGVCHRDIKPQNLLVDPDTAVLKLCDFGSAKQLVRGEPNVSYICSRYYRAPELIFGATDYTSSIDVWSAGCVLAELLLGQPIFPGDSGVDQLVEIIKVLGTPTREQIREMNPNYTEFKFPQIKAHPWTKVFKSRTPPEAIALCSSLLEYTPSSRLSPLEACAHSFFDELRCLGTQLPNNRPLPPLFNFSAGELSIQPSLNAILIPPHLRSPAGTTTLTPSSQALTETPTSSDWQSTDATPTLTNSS
# GSK3B inh: blocks human GSK3beta kinase activity; GST-GSK3beta kinase, ADP-Glo luminescence, 60 min; hits give low values; activity score (negative = inhibition), % at 10 µM; 0.038% of 300,000 active;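 active means more than half of replicate wells score below -50%, meaning over 50% inhibition versus plate controls; inconclusive means some replicates but at most half score below -50%; inactive means no replicate scores below -50%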;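 further: 0% = median DMSO wells and -100% = median GW8510 positive control wells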
# Target sequence (P49841 whole entry, looked up): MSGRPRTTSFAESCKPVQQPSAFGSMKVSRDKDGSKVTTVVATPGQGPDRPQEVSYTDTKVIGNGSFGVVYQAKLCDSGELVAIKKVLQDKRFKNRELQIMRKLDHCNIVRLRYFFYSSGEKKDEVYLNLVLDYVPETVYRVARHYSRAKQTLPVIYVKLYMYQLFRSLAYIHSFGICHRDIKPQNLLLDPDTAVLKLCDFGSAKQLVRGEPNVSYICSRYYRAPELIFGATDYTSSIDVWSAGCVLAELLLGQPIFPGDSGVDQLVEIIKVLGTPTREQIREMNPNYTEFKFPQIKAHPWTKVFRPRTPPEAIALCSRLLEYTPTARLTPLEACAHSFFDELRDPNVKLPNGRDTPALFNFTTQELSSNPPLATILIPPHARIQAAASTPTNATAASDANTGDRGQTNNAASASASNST
#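 Test system – GST-tagged human GSK3beta kinase, cell-free · Incubation – 60 min enzyme reaction, room temperature · Signal – ADP-Glo luminescence · Also added – peptide substrate and ATP at 25 µM · Controls – DMSO neutral wells and GW8510 at 20 µM as positive · Buffer or medium – Tris/MgCl2 kinase buffer · Measure – Luminescence-derived activity versus plate DMSO and GW8510 wells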
# HSP90 inh: blocks HSP90-mediated luciferase refolding in reticulocyte lysate | Rabbit reticulocyte lysate, luciferase refolding luminescence, 3 h | inhibition, % at 5.6 µM | AID 1789 | 0.91% of 290,000 active;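 active means inhibition above the screen-wide mean plus 3 SD, computed separately per campaign, cut at about 16% in these data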;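 further: 0% = DMSO wells and 100% = 60 µM geldanamycin wells; inhibitors lower the luminescence because luciferase stays unfolded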
# HIF activator: HIF pathway transcriptional activation. 0.32% of 300,000 active. activation, % at 7.5 µM (by protocol). U2OS HRE-luciferase reporter, luminescence; normalized: DMSO 0%, desferrioxamine 100%;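 active means mean activation of at least 10% of the iron chelator positive control signal, with at least half of replicates also reaching 10%; inconclusive means mean and replicate majority disagree about reaching 10%; inactive means mean and most replicates under 10%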
# IEC-6 cytotox: counter-screen for KLF5 inhibitors: cytotoxicity in IEC-6 cells; inhibition, % at 5 µM; 0.78% of 290,000 active; AID 1825; IEC-6 cytotoxicity, luminescence viability; in the data active means inhibition above about 22%;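 further: 0% = plate median of test compound wells and 100% = cytotoxic reference compound wells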
# KLF5 inhibitor: suppresses KLF5 promoter-driven expression | 0.23% of 290,000 active | inhibition, % at 5 µM | DLD-1 KLF5 promoter-luciferase reporter, luminescence;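 active means inhibition above a per-plate limit of that plate's mean compound inhibition plus 3 SD, cut at about 60% in these data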;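 further: 0% = DMSO wells and 100% = LY294002 at 200 µM; higher means less KLF5 promoter-driven luciferase light; inactives centre near -14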
# HSF-1 act: increases HSF-1 driven luciferase reporter signal. 1.7% of 300,000 active. activation, % at 9 µM. NIH3T3-HGL HSF-1 luciferase reporter, MG132, 8 h; 100% = twice DMSO control signal;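 active means mean replicate activation of at least 50% with a set share of replicates each reaching 50%; inconclusive means only one of those two conditions met; inactive means mean below 50% and too few replicates reaching it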;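 further: 0% = median of the neutral control wells and 100% = twice that signal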
# aSyn UTR inh: 5' untranslated region of α-synuclein, MLPCN primary screen; alpha-synuclein 5'UTR reporter, inhibitor activity; inhibition, % (tested at 7.5 µM); 0.82% of 300,000 active; in the data active means inhibition above about 60%; inconclusive means no clear call, values can overlap the other calls;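 further: H4 neuroglioblastoma cells stably carrying SNCA 5'UTR luciferase fusion; 0% = DMSO wells and 100% = positive control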
# AI-2 QS modul: modulates the Vibrio harveyi AI-2 quorum sensing system; Vibrio harveyi JMH597 AI-2 luminescence/OD600 ratio, 9 h; hits give low values; strain lacks LuxN and CqsS sensors; 0 = neutral-control median; activity change, % at 7.5 µM; 0.4% of 300,000 active; in the data active means activity change below about -75%, passing the limit was not always enough; inconclusive means no clear call, values can overlap the other calls;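 further: luminescence divided by OD600 gain over 9 h not by final OD600 alone; inactives centre near 13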
# * marks the source's active call; other numbers are inactive results; ? = inconclusive; nt = not tested or not shown. An unsorted share of the library. Share with any hit: about 4.7%.
SMILES,HSF1 inh,GSK3 alpha inh,GSK3B inh,HSP90 inh,HIF activator,IEC-6 cytotox,KLF5 inhibitor,HSF-1 act,aSyn UTR inh,AI-2 QS modul
CCN(CCCn1c(=S)[nH]c2ncccc2c1=O)c1ccccc1,6,0,2,-1,-0.6,-2,-10,21,22,8
CCn1c(SCc2nc3ccccc3s2)nc2cc(S(=O)(=O)N3CCOCC3)ccc21,41,-2,1,nt,1.6,nt,nt,69*,-40,-1
Cc1ccccc1-c1nn[nH]n1,-2,-1,1,7,0.4,1,-18,-5,5,3
CC(C)CC(NC(=O)C1CCCCC1)C(=O)NCc1ccccn1 (stereo unspecified),-11,1,3,8,-0.2,-1,-18,-7,-17,12
Cc1onc(-c2ccccc2Cl)c1C(=O)Nc1sc2c(c1C(N)=O)CCC(C)C2 (stereo unspecified),7,-1,1,-2,-0.6,2,-19,6,21,46
COc1cc(OC)c(NC(=O)c2cccc(F)c2)cc1Cl,5,-1,-1,0,-0.6,-2,-20,-10,-64,12
COc1cccc(OC)c1C(=O)N1CCN(C(=O)c2ccc(-c3ccccc3)cc2)CC1,-3,-1,-1,-1,0.1,4,-17,3,-9,-4
CCOc1cc(C(=O)Oc2cc(C)[nH]c(=O)c2[N+](=O)[O-])cc(OCC)c1OCC,-6,-4,4,1,0.0,9,2,-9,2,4
C/C(=N\NC(=S)NCc1ccccc1)c1ccc(C#N)cc1,0,4,2,7,-0.5,5,-2,7,17,0
COc1cccc2c1OC1(C)CC2NC(=O)N1c1cccc(C(=O)Nc2ccc3c(c2)OCCO3)c1 (stereo unspecified),-26,0,-4,2,-1.1,2,-8,-25,-67,6
N#CCC(=O)N/N=C/c1cc([N+](=O)[O-])ccc1N1CCOCC1,10,-2,-5,9,-0.1,5,-30,4,16,35
COc1ccc(CN/C=C2\CCCCC2=O)cc1,-4,-3,2,3,-0.1,-2,-6,-9,-31,20
COc1ccc(CN2C(=O)c3cccnc3C2=O)cc1S(=O)(=O)N1CC(C)CC(C)C1 (stereo unspecified),-10,1,1,-4,-0.3,-1,-23,5,-7,9
Cc1c(C(=O)Nc2ccccc2C(=O)N2CCCC2)cccc1[N+](=O)[O-],?,nt,-3,0,-0.1,2,-28,-12,-3,-3
Cc1sc2c(c1C)C(=O)/C(=C\Nc1ccncc1)S(=O)(=O)N2C,-4,-3,1,3,-0.3,6,-32,1,-3,40
Cc1c(Nc2cc(N3CCCCCC3)c3nonc3c2[N+](=O)[O-])c(=O)n(-c2ccccc2)n1C,-3,0,2,-6,-0.5,-6,-2,5,-12,29
CC(C)CN1C(=O)C(=Nc2cccnc2)c2ccccc21,3,2,-1,0,-0.7,0,-9,-9,17,-3
Cc1ccc(-c2nnn(CC(=O)N(CCO)C(C(=O)NC3CCCC3)c3ccc(F)cc3)n2)o1 (stereo unspecified),-9,1,0,0,0.0,5,12,-7,-25,25
Cc1onc(-c2c(Cl)cccc2Cl)c1C(=O)N1CCN(c2ccccc2F)CC1,1,4,-1,0,-0.1,-1,-14,-1,-2,12
CCCc1cc(C(=O)NCc2ccccc2)no1,12,-2,2,0,2.1,-3,-26,24,-41,18
COc1ccc(OCCSc2nnc(Cc3cccc4ccccc34)n2N)cc1,-10,0,0,-3,-0.1,2,-28,-13,-6,18
CCOC(=O)Cc1cc(=O)n2[nH]c(-c3ccc(C)cc3)cc2n1,1,-5,3,6,0.2,1,-6,28,-21,8
Cn1nnnc1NCc1c(F)cccc1Cl,5,-5,0,0,-0.6,-2,8,25,11,-1
O=C(COC(=O)[C@H](Cc1ccccc1)NS(=O)(=O)c1ccccc1F)NC1CCCCC1,10,-2,-3,-4,-0.6,-3,-53,-1,0,10
CC(=O)Oc1ccc(C(c2ccc(OC(C)=O)cc2)c2ccccn2)cc1,-2,nt,1,-2,0.5,-6,-3,-17,-7,17

# Next part
SMILES,HSF1 inh,GSK3 alpha inh,GSK3B inh,HSP90 inh,HIF activator,IEC-6 cytotox,KLF5 inhibitor,HSF-1 act,aSyn UTR inh,AI-2 QS modul
CCOC(=O)C(C)Sc1nc(-c2ccco2)cc(C(F)(F)F)c1C#N (stereo unspecified),-3,0,-1,4,-0.2,0,-5,3,-21,9
CCN(C(=O)CSc1nc2ccccc2c(=O)n1CCOC)C1CCS(=O)(=O)C1 (stereo unspecified),-2,6,0,-2,-0.3,-2,-38,8,23,24
Cc1ccc(NC(=S)N=Nc2c(O)n(C)c3ccc(S(=O)(=O)N4CCOCC4)cc23)cc1C,2,4,0,-1,0.2,-3,8,-3,77*,31
CN(C(=S)NC(=O)c1ccc(Cl)cc1)C1CCCCC1,-13,1,2,8,1.1,6,-52,-29,-54,16
Cc1cccc(-c2nc(-c3ccncc3)no2)c1,11,-1,0,13,2.9,2,-133,19,-68,-16
CC1(C)[C@@H](O)CC[C@]2(C)C3C(O)C=C4[C@H]5C[C@@](C)(C(=O)O)CC[C@]5(C)CC[C@]4(C)[C@]3(C)CC[C@@H]12 (stereo partly specified),-4,-3,0,nt,-1.2,nt,nt,-6,7,19
O=C(N/N=C/c1cn(-c2ccccc2)nc1-c1cccs1)c1ccccc1F,nt,0,-1,-3,nt,13,-52,nt,-17,25
N#C/C(=C/c1ccc(-c2ccc(C(=O)O)c(Cl)c2)o1)C(=O)NCC1CCCO1 (stereo unspecified),nt,-3,nt,-2,nt,2,-6,nt,nt,nt
CCCCOc1ccc(NC2=NC3(CCCC3)N=C(N)N2)cc1,1,-1,1,2,-0.2,0,3,0,-7,23
CSc1nnc2c(n1)OC(c1cn(C)c3ccccc13)N(C(C)=O)c1ccccc1-2 (stereo unspecified),1,-1,1,16,-38,4,2,-7,-1,55
COC(=O)CSc1cc(C(=O)c2nccn2C)c2ccccc2n1,2,-1,0,-3,0.3,-2,-13,9,11,10
Fc1ccc(-c2ccnc3nc(N4CCN(c5ccccc5)CC4)nn23)cc1,0,-1,1,-7,0.0,-7,-43,16,18,20
N#CC1=C(N)Oc2n[nH]c(-c3cccs3)c2C1C1CCCCC1 (stereo unspecified),12,-5,-5,12,1.4,0,-2,13,10,14
c1ccc(CCN(Cc2ccccc2)C2CCN(C3CCCC3)CC2)cc1,-3,6,-3,-1,-0.5,1,-27,-2,-11,8
CCOc1ccc(S(=O)(=O)Nc2cc(Cl)ccc2O)cc1,-16,-4,2,-1,0.1,19,-6,-23,-17,16
Cc1ccc(C(=O)N2CCN(c3ccc([N+](=O)[O-])cc3-n3cccc3)CC2)cc1,12,-1,2,2,-0.7,8,-5,47,16,31
C#Cc1ccc([C@@H]2C=C(C(=O)NC3CC3)O[C@H](OCCCCO)C2)cc1,-2,1,-1,nt,0.2,nt,nt,-10,-11,30
O=c1[nH]c(-c2ccncc2)nc2ccccc12,-1,4,-2,1,-0.5,3,-40,-7,20,22
COc1ccccc1OCC(=O)c1[nH]c(C)c(C(C)=O)c1C,-2,0,2,-2,0.0,-2,-31,8,1,5
Cc1ccc(-c2csc3ncnc(Nc4ccc(C(=O)O)cc4)c23)cc1,-3,4,-4,-3,-0.3,-1,3,-7,39,52
Cn1c(=O)cc(SCC(=O)NCCCN2CCN(c3ccc(F)cc3)CC2)c2ccccc21,-2,0,4,2,-0.5,14,4,7,-1,19
Cc1cccc(NCc2nc(SCC(=O)Nc3ccccc3)n[nH]2)c1,-1,0,-2,-1,-18,-7,-16,-15,3,35
COc1ccc(CNC(=O)C/C(C)=N/NC(=O)c2ccc(OC)cc2OC)cc1,-4,15,-1,-2,-33,4,15,-1,2,49
c1cncc(CSc2ccc(-c3cccs3)nn2)c1,22,1,2,2,2.9,11,-59,38,-110,-47
COc1ccccc1NC(=O)C(C)Nc1ccc(C)c(Cl)c1 (stereo unspecified),nt,2,-25,0,nt,4,13,nt,nt,3

# (next part)
SMILES,HSF1 inh,GSK3 alpha inh,GSK3B inh,HSP90 inh,HIF activator,IEC-6 cytotox,KLF5 inhibitor,HSF-1 act,aSyn UTR inh,AI-2 QS modul
CCN1C(=O)/C(=C\C=C2/C=CC=CN2CC)SC1=S,0,8,-11,3,1.6,4,-20,-3,-125,13
CC(C)c1ccc(OCC(O)CN2CCN(c3ccccn3)CC2)cc1 (stereo unspecified),-6,-1,0,3,0.4,-3,-10,2,2,2
c1ccc2c(CN3CCOCC3)c3ccccc3c(CN3CCOCC3)c2c1,8,0,2,0,nt,8,-4,4,10,12
O=C(Nc1nnc(-c2ccc3c(c2)OCCO3)o1)C1CCCCC1,10,-1,2,1,2.0,0,-8,2,-88,9
C=CCN1C(=O)OC2(CCCCC2)C1(C)O (stereo unspecified),-12,2,4,-2,0.2,-3,2,10,7,11
Cn1cc(CN2CCC(C(=O)Nc3cccc(-c4cccc(F)c4)c3)CC2)cn1,-5,5,-1,-5,0.2,-2,-32,-9,17,7
O=C(Cn1cc(C(=O)c2ccco2)c2ccccc21)NCc1ccco1,4,1,5,-1,1.3,-1,15,10,11,8
COC(=O)CCC(=O)Nc1nccs1,-4,0,1,2,1.0,-2,7,3,14,26
Cc1ccc(N(C(C)C(=O)Nc2ccc(S(=O)(=O)N3CCOCC3)cc2)S(C)(=O)=O)cc1 (stereo unspecified),5,0,2,1,-0.2,3,-9,-2,-6,12
CCc1ccc(-c2nc(CSCC(=O)NCCCN3CCCC3=O)c(C)o2)cc1,-11,nt,2,5,-0.2,-3,-23,-12,27,13
COc1ccccc1NC(=O)NCC1(N(C)C)CCCCC1,-3,-1,0,-7,0.4,-1,-20,-7,-6,21
Cc1ccc(C2(C)NC(=O)N(CC(=O)NC(=O)NC(C)C)C2=O)cc1 (stereo unspecified),-1,0,1,5,0.5,2,13,1,-3,22
NC(=O)c1sc2nc(-c3cccnc3)ccc2c1N,-1,2,-2,1,1.4,3,7,0,-102,17
COc1ccc(-n2cnc3sccc3c2=O)cc1,9,-1,0,-1,2.5,-1,-30,21,-15,28
CCNC(=S)N/N=C/c1cccc(/C=N/NC(=S)NCC)c1,7,-1,0,1,-0.6,2,-30,-1,-15,23
NC1=NN(c2cccc(C(=O)O)c2)C(=O)C1,1,-2,-4,4,3.9,-7,-44,-1,-25,11
CCC(=O)Nc1ccc(NC(=O)c2ccco2)c(OC)c1,5,1,2,3,4.2,-1,-72,11,-142,9
O=C(NCCSc1c[nH]c2ccccc12)C1CC1,13,-3,1,-3,0.1,-5,8,35,-14,26
COc1ccc(CNC(=O)CN(c2ccccc2)S(=O)(=O)c2ccccc2[N+](=O)[O-])cc1,1,-1,0,3,-0.1,0,-3,-14,-6,21
CC(=O)N1C(C(=O)O)CSC1c1cccc(C)c1 (stereo unspecified),-2,-4,3,2,-0.3,-3,-28,14,4,10
O=C(NC1CCCCC1)c1cc(-c2ccccc2O)on1,11,0,2,-3,1.7,6,-183,27,-145,23
CCN(CC)c1ccc(NC(=O)CN2CCN(c3ccccn3)CC2)cc1,4,-3,-1,0,0.7,-3,-23,-19,18,12
